Screening results (PubChem)
sEH act: activators of human soluble epoxide hydrolase. P34913. actives 0.04% (n = 91,000). activation, % at 2 µM. purified human sEH enzymatic activity, activator screen; in the data active = activation above about 37%; note: values of inactives mirror those of a sister screen read the other way
ERa coact inh: ER-alpha (human) coactivator binding inhibition. AID 629. P03372. actives 1.7% (n = 86,000). TR-FRET ER-alpha LBD / SRC-1 peptide, estradiol-bound. inhibition, % at 25.6 µM; in the data active = inhibition above about 50%;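 note: 0% = receptor plus peptide control and 100% = peptide only without receptor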
Target sequence (P03372 whole entry, looked up, the tested form may be a part): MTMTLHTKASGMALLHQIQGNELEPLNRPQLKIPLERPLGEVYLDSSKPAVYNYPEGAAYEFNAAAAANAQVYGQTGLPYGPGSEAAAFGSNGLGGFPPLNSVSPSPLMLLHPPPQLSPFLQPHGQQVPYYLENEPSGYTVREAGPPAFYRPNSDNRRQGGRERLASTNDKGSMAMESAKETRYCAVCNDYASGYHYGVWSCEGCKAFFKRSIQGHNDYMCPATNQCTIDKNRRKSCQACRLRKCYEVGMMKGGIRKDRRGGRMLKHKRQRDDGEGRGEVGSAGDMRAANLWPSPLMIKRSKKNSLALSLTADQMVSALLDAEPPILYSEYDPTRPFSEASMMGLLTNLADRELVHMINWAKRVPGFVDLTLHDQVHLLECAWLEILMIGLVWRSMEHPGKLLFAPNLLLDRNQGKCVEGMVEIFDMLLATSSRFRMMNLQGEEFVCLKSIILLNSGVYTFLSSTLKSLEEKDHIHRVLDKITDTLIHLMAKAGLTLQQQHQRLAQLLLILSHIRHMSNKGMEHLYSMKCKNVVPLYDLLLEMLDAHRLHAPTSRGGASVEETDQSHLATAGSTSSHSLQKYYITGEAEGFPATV
ERa coact pot: ER-alpha (human) coactivator binding potentiation | coactivator binding (% of control), % at 25.6 µM | TR-FRET ERalpha-LBD/SRC-Cy5 coactivator binding, 2 h; 100 = basal binding, no effect | actives 1.3% (n = 86,000) | P03372 | AID 639; in the data active = activity above about 200%;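 note: binding measured in presence of low estradiol as agonist stimulus; 0% = peptide alone without receptor and 100% = receptor with peptide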
H69AR growth 86K: blocks growth of human H69AR lung tumor cells; H69AR lung tumor viability, ATP luminescence, 72 h; active compounds read low; viability, % at 10 µM; actives 6% (n = 85,000);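 active = viability at or below 40%; inactive = viability above 40%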;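 note: multidrug resistant small cell line overexpressing MRP-1 efflux transporter; 100% = mean luminescence of untreated control wells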
Smad3 FoxH1 inh: Smad3 (human) transcription factor binding inhibition. P84022. TR-FRET Smad3/Dy647-FoxH1 peptide binding, europium anti-His. inhibition, % at 25 µM. actives 0.29% (n = 88,000). AID 630;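 active = compounds that reduce the energy-transfer binding signal between the protein and its labelled peptide by more than half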;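 note: 0% = Smad3 plus labelled peptide maximal FRET and 100% = peptide-only background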
Target sequence (P84022 whole entry, looked up): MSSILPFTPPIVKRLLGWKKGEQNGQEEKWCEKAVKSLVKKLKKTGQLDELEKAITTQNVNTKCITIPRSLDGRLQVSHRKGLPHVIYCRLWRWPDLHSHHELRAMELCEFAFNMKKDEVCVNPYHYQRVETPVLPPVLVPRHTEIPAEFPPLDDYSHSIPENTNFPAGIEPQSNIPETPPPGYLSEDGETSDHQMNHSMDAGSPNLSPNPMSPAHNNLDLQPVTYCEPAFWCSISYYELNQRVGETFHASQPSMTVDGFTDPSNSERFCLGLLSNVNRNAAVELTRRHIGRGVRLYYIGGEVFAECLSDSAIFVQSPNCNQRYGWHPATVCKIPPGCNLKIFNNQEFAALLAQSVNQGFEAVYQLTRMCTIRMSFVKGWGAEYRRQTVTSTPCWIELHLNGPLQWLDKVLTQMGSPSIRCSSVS
HUVEC prolif 384: inhibitors of human endothelial cell proliferation; viability, % at 10 µM (by protocol); AID 648; HUVEC proliferation, CellTiter-Glo luminescence, 72 h; active compounds read low; actives 1.1% (n = 86,000);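 active = viability at or below 30%; inactive = viability above 30%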;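 note: 100% = median luminescence of DMSO-only cell control wells on each plate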
Lung fibro prol: blocks proliferation of human lung fibroblasts; AID 719; LL 47 human lung fibroblast viability, ATP luminescence; active compounds read low; viability, % at 10 µM; actives 1.1% (n = 85,000);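 active = viability at or below 50% in the single dose screen; inactive = viability above 50%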;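 note: compound exposure lasted 72 h before the ATP readout; 100% = median luminescence of untreated cell-only wells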
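Test system: LL 47 human lung fibroblasts / Quantity: 1,150 cells in each well / Medium: IMEM growth medium with 15% fetal bovine serum / Incubation: 72 h compound exposure at 37 °C after overnight plating / Detection: CellTiter-Glo luminescence measuring cellular ATP / Read-out: % viability versus median cells-only luminescence / Benchmarks: cell-only wells, no compound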
ERb SRC1 inh: blocks coactivator binding to human estrogen receptor beta. Q92731. TR-FRET ER-beta LBD / SRC1-Cy5 peptide binding; receptor agonist-loaded with 1 µM estradiol. inhibition, % at 25.6 µM. actives 1.3% (n = 86,000);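 active = compounds whose percent inhibition of the receptor-coactivator binding signal exceeds about 50% in the single-dose screen, limit read from the data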;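 note: 0% = receptor plus peptide wells without compound and 100% = peptide-only wells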
Calb biofilm kill: kills Candida albicans biofilms; C. albicans biofilm + clotrimazole, Alamar Blue; inhibition, % at 6 µM; actives 0.14% (n = 85,000); AID 834;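 active = inhibition above 20%; inactive = inhibition below 20%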;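 note: preformed 24 hr biofilms exposed to compound for 48 hr; 0% = biofilm without compound and 100% = blank killed by clotrimazole plus chlorhexidine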
* hit, by the source's call; . = not tested or not shown; [ ] = remark or other dose. These rows are one share of the data (hit frequency here may not be typical).

SMILES | sEH act | ERa coact inh | ERa coact pot | H69AR growth 86K | Smad3 FoxH1 inh | HUVEC prolif 384 | Lung fibro prol | ERb SRC1 inh | Calb biofilm kill
O=C1NCCN/C1=C\C(=O)c1ccccc1 | 17.7 | -13.0 | 101.5 | 91.3 | 1.1 | 93.2 | 100.4 | -10.3 | 1.6
O=C(N1CCNCC1)N1CCOCC1 | -3.3 | -1.4 | 104.5 | 98.1 | -0.3 | 104.0 | 100.1 | -5.8 | 3.0
CCn1c2ccccc2c2cc(NC(=O)CSc3nnc(-c4ccc(OC)cc4)n3N)ccc21 | -3.7 | 67.6* | 58.8 | 27.1* | 8.2 | 47.7 | 55.6 | 16.1 | 0.0
Cc1cccc(-n2c(CNC(=O)COc3ccccc3)nnc2SCC(=O)Nc2nccs2)c1 | 7.0 | 0.4 | 91.7 | 79.6 | 7.3 | 88.0 | 99.8 | -6.6 | 2.8
Cc1cc2oc3c(c(=O)c2cc1C)C(c1cccc(Br)c1)N(Cc1ccco1)C3=O (stereo not drawn) | -1.1 | -2.0[fluorescence artefact?] | 112.6 | 4.5* | 0.8 | 39.8 | 54.2 | 4.0 | 1.5
CCC1(C)CC(C(CC(=O)O)c2ccc(C)cc2)CCO1 (stereo not drawn) | 19.7 | 8.8[fluorescence artefact?] | 106.3 | 79.5 | -0.6 | 94.6 | 99.9 | 0.4[fluorescence artefact?] | 4.3
C=CCn1c(COc2ccccc2C)nnc1SCC(=O)O | 0.3 | 3.4 | 80.1 | 96.7 | 2.8 | 96.2 | 94.0 | 17.4 | 7.0
Cc1cc(N2CCCC2)n2nc(C)c(-c3ccccc3)c2n1 | . | -29.3 | 116.4 | 86.2 | -1.2 | 107.2 | 108.9 | -5.2 | 4.9
COCCCNC(=O)Cn1nc(-c2ccccc2OC)ccc1=O | -3.7 | -11.6 | 113.2 | 107.1 | -2.6 | 102.9 | 101.6 | 6.7 | 7.9
COc1ccc(C(c2nnnn2CCc2ccccc2)N2CCN(C)CC2)cc1OC (stereo not drawn) | . | 0.5 | 125.8 | 95.0 | 18.7 | 93.9 | 99.7 | -2.2 | 5.2
COC(=O)c1ccc(OC)c(CSc2nnc(COc3ccc(Cl)cc3)o2)c1 | 14.0 | -5.9 | 73.3[fluorescence artefact?] | 100.8 | 4.8 | 105.6 | 96.7 | 8.1[fluorescence artefact?] | 3.2
O=c1c(=O)n(O)c2ccccc2n1O | -0.6 | -0.7[fluorescence artefact?] | 109.2[fluorescence artefact?] | 87.9 | 12.4 | 100.7 | 106.6 | 2.5 | .
CCCCn1c(N)c(N(CC(C)C)C(=O)CN(C)Cc2cccc(OC)c2)c(=O)[nH]c1=O | 5.4 | -8.2 | 122.9 | 94.9 | 3.0 | 94.0 | 94.2 | -8.8 | 15.9
O=c1[nH]nc(Cc2ccccn2)c2ccccc12 | . | -4.8 | 118.9 | 94.0 | -6.8 | 95.8 | 88.6 | -1.4 | 5.1
COc1ccc(-c2nc(SCC(=O)NCc3ccco3)c(-c3ccccc3)[nH]2)cc1OC | 2.6 | -16.9 | 110.6 | 74.4 | -4.8 | 90.1 | 92.1 | 8.3 | 7.1
Cc1ccc(CSC2=Nc3ccccc3C3=NC(CCC(=O)NCc4ccco4)C(=O)N23)cc1 (stereo not drawn) | -0.3 | 17.8 | 94.9 | 82.2 | 1.5 | 80.4 | 98.9 | 10.9[fluorescence artefact?] | 4.2
COc1ccccc1-n1cnnc1SCc1csc(-c2ccccc2)n1 | 7.7 | -2.7 | 88.3 | 89.0 | -4.2 | 93.7 | 104.6 | -0.6 | 3.7
CCCCCCC(=O)N(O)C1CC(=O)N(Cc2ccccc2)C1=O (stereo not drawn) | -29.9 | -20.5 | 114.1 | 82.8 | -4.7 | 76.4 | 85.2 | -2.3 | 8.5
CCOC(=O)CSc1nc(N)nc(C)c1Br | . | 2.8 | 107.3[fluorescence artefact?] | 94.5 | 2.5 | 96.9 | 104.7 | -4.1 | 8.3
COc1cc(C2Nc3ccccc3C(=O)N2c2ccccc2)ccc1O (stereo not drawn) | 12.6 | 1.6 | 90.6 | 99.8 | -1.4 | 75.6 | 96.0 | -11.9 | 5.8
Cn1cnnc1SC1CCCCC1NS(=O)(=O)c1ccc(Cl)cc1 (stereo not drawn) | -5.1 | -20.2 | 106.7 | 81.3 | 5.7 | 83.2 | 97.0 | -24.5[fluorescence artefact?] | 4.6
CCc1nc(SCC(=O)NCCc2ccc(OC)c(OC)c2)c2c(=O)n(C)c(=O)n(C)c2n1 | 12.5 | 3.3 | 103.0 | 80.0 | -3.2 | 99.4 | 92.4 | -10.8 | -1.5
O=C(O)C1C2C=CC(C2)C1C(=O)N1CCN(C/C=C/c2ccccc2)CC1 (stereo not drawn) | -2.9 | -5.2 | 104.5 | 81.8 | -10.3 | 95.2 | 105.9 | -0.5 | 5.5
O=C(NCc1ccco1)c1nnc(Cc2ccc(F)cc2)o1 | . | -0.7 | 102.2 | 97.5 | 0.6 | 98.1 | 106.2 | -3.0 | 10.1
COC(=O)c1nnn(-c2nonc2N)c1CSc1ccc(Cl)cc1 | . | -5.7 | 102.0 | 101.9 | -0.8 | 98.1 | 102.4 | 22.6 | 4.8
CCc1cc2cc3c(cc2nc1SCC(=O)N1CCN(C(=O)c2ccco2)CC1)OCO3 | 5.0 | 19.6 | 113.6 | 41.0 | 1.3 | 86.0 | 92.7 | 16.5 | 2.1
c1csc(-c2nn[nH]n2)c1 | -6.4 | 0.2 | 116.8[fluorescence artefact?] | 88.3 | 5.9 | 93.9 | 99.4 | 0.8 | 6.4
O=C(O)C1C2C=CC(C2)C1C(=O)N1CCOCC1 (stereo not drawn) | . | 0.2[fluorescence artefact?] | 122.3 | 96.3 | 1.8 | 89.4 | 96.3 | -0.1[fluorescence artefact?] | -1.3
CCC1CCCCN1Cc1nc2c(c(=O)n(C)c(=O)n2C)n1CCCc1ccccc1 (stereo not drawn) | . | -4.8 | 100.8 | 95.9 | -0.2 | 100.5 | 102.9 | -5.9 | 15.2
COCCN1Cc2cccc(C(=O)Nc3ccccc3OC)c2C1=O | . | -14.7 | 95.4 | 97.1 | -1.4 | 87.3 | 95.2 | -17.8 | 1.8
Cc1n[nH]c(C)c1Sc1ccccc1N=Cc1cc(Cl)cc([N+](=O)[O-])c1O | -9.4 | 26.9 | 178.0[fluorescence artefact?] | 110.6 | 1.8 | 97.8 | 102.5 | -0.9[fluorescence artefact?] | 4.3
CC1(C)Cc2nc(-c3ccccc3)n3cnnc3c2CO1 | . | -4.2 | 110.8 | 98.5 | 3.5 | 100.0 | 92.6 | -14.7 | 3.5
CN(C)CC(=O)N1c2ccccc2CCc2ccc(NC(=O)c3ccc(N)cc3)cc21 | 0.4 | 78.7* | 36.1[fluorescence artefact?] | 77.2 | 0.9 | 79.5 | 95.7 | 69.3*[fluorescence artefact?] | 2.8
CC(CC(=O)Nc1ccc2c(c1)OCCO2)c1ccccc1 (stereo not drawn) | -19.7 | 0.3 | 91.9 | 98.9 | 12.5 | 109.7 | 102.0 | -6.6 | 5.6
CCCCOc1ccccc1P(=O)(O)CP(=O)(c1ccccc1)c1ccccc1 | 6.5 | 3.4[fluorescence artefact?] | 96.9 | 97.2 | -14.0 | 106.8 | 108.7 | 2.4 | -3.0
Cc1nn(C)c(C)c1CN(C)C(=O)c1cnn2c1NC(c1ccccc1)CC2C(F)(F)F (stereo not drawn) | 10.9 | 3.7 | 100.0 | 77.2 | 11.1[fluorescence artefact?] | 103.1 | 109.8 | 55.8* | 8.6
Cc1ccc(NC(=O)Cc2nc(CSc3nnc(-c4ccc5c(c4)OCO5)o3)cs2)cc1 | -60.0 | 28.9[fluorescence artefact?] | 79.4[fluorescence artefact?] | 83.5 | -1.4 | 82.2 | 95.1 | 34.9[fluorescence artefact?] | 4.3
Cc1noc(C)c1S(=O)(=O)N(C)CC(=O)Nc1ccc(F)cc1 | -16.7 | -7.8 | 93.5[fluorescence artefact?] | 108.7 | 0.0 | 98.7 | 108.8 | -6.8 | 4.0
CCOC(=O)N1CCN(C(=O)C2CCN(S(=O)(=O)c3cc(Cl)ccc3Cl)CC2)CC1 | -0.5 | -4.9 | 124.6 | 40.1 | 3.5 | 98.5 | 88.3 | -6.3 | 2.3
O=C(NCc1ccco1)c1ccc(COCC(F)(F)C(F)F)cc1 | 3.1 | 16.9 | 94.3 | 97.4 | -6.5 | 87.9 | 96.5 | 8.2 | 3.3
On1c(-c2ccco2)nc2c1CCc1nonc1-2 | . | 10.1 | 100.0 | 105.5 | -2.9 | 92.5 | 102.2 | 31.9[fluorescence artefact?] | 5.8
COc1ccc(-n2nc(C(=O)Nc3ccc4c(c3)OCO4)c3ccccc3c2=O)cc1 | . | 0.8 | 105.7 | 105.6 | 14.7 | 83.2 | 97.2 | -2.3 | 5.1
CCCNC(=O)Nc1cc(C)on1 | 5.0 | -1.9 | 109.5 | 92.6 | 2.5 | 90.2 | 104.3 | 5.7 | 7.3
COc1cc(Cl)c(C)cc1NC(=O)COC(=O)c1cnc(C)cn1 | 0.6 | -5.8 | 106.8 | 92.6 | 0.1 | 96.7 | 101.6 | -1.4 | 8.7
COC(=O)c1ccc(N2CCOCC2)c(F)c1 | -7.3 | 5.8[fluorescence artefact?] | 104.1 | 96.4 | -5.6 | 104.3 | 109.1 | -1.0[fluorescence artefact?] | 4.2
CCN(CC)C(c1ccc(F)cc1)c1nnnn1CC1CCCO1 (stereo not drawn) | 5.2 | 1.9[fluorescence artefact?] | 102.5 | 103.7 | 14.0 | 92.8 | 102.2 | -2.9[fluorescence artefact?] | -1.2
CC1=CC(C)(C)N(S(=O)(=O)c2ccc(F)cc2)c2ccccc21 | -18.1 | 2.5 | 108.9 | 19.3* | 7.3 | 61.5 | 51.0 | 1.4 | 3.1
COc1cccc(OC)c1C(=O)Nc1ccc(N2CCN(S(C)(=O)=O)CC2)cc1 | 7.1 | 15.3 | 100.0 | . | -3.0 | 95.6 | 97.5 | 19.6 | 4.0
Cc1nnc2sc(-c3ccco3)nn12 | -10.2 | 0.9 | 101.3[fluorescence artefact?] | 85.3 | -10.7 | 99.1 | 107.1 | 11.5 | .
N#Cc1cccc(NC(=O)c2nc(-c3ccccc3)n(-c3ccccc3)n2)c1 | -24.8 | -2.0 | 110.8 | 79.7 | -1.1 | 103.7 | 100.3 | -3.5 | -5.4
Cc1oc2c(cc(NS(=O)(=O)c3ccc4c5c(cccc35)C(=O)N4)c3ccccc32)c1C(=O)OC(C)C | -7.2 | 92.6*[fluorescence artefact?] | 20.2[fluorescence artefact?] | 31.4* | 4.0 | 62.6 | 89.7 | 56.8* | 7.0
Cc1cc(C)c(S(=O)(=O)n2ccc3ccccc32)c(C)c1 | 15.0 | -6.8 | 99.1 | 7.8* | 11.4 | 88.7 | 97.8 | -5.8 | 2.5
O=c1[nH]c(C2CCCN(S(=O)(=O)c3ccc(F)cc3)C2)nc2c1nnn2Cc1ccccc1 (stereo not drawn) | 10.7 | 7.8 | 81.5 | 83.9 | -0.4 | 91.8 | 97.2 | 28.3 | 6.3

Whole records, looked up by structure. Values in the order: sEH act | ERa coact inh | ERa coact pot | H69AR growth 86K | Smad3 FoxH1 inh | HUVEC prolif 384 | Lung fibro prol | ERb SRC1 inh | Calb biofilm kill
CC1=CC(C)(C)N(S(=O)(=O)c2ccc(F)cc2)c2ccccc21 is entered as -18.1 | 2.5 | 108.9 | 19.3* | 7.3 | 61.5 | 51.0 | 1.4 | 3.1
O=c1[nH]c(C2CCCN(S(=O)(=O)c3ccc(F)cc3)C2)nc2c1nnn2Cc1ccccc1 (stereo not drawn) is entered as 10.7 | 7.8 | 81.5 | 83.9 | -0.4 | 91.8 | 97.2 | 28.3 | 6.3
